# Screening results: PubChem BioAssay, Broad Institute
# LGR2 antag – Drosophila LGR2 receptor signaling inhibition; HEK293 LGR2, CRE-luciferase, bursicon-stimulated, 4 h; inhibition, % at 9.99 µM; 380,000 tested, 0.35% active; AID 720647;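 active means drop in luminescence signal, shown as inhibition above about 50% in the replicate tests, limit read from the data, passing the limit was not always enough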;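 further: agonist challenge used bursicon conditioned medium at about half maximal strength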
# Xi reactivation – activators of X-chromosome reactivation in mouse fibroblasts; XiGFP mouse fibroblasts, % GFP-positive cells imaging, 3 d; cells co-treated with 5-aza-dC sensitizer; scaled so ellipticine positive control = 100%; 360,000 tested, 0.055% active; AID 743238; activation, % at 7.58 µM;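 active means mean normalized replicate activation at least 10% and every replicate at or above 10%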;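 further: 0% = median of on-plate neutral control wells and 100% = ellipticine 6 µM median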
#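 System: SV40-immortalized XiGFP fibroblast cells, line 68-5-11 / Incubation: 3-day compound exposure, then 15 min fixation at room temperature / Compound: single concentration per compound, delivered by pin transfer / Buffer or medium: DMEM plus 5-aza-dC sensitizer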
# ERAP1 inh – blocks human ERAP1 aminopeptidase activity; inhibition, % at 10.7 µM; 340,000 tested, 0.15% active; Q9NZ08; recombinant ERAP1, Leu-AMC fluorescence, 60 min; AID 652197;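 active means mean replicate inhibition of at least 30%, or all replicates individually reaching that 30% level; inactive means mean below 30% and not every replicate reaching it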;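 further: 0% = neutral control wells and 100% = L-leucinethiol positive control wells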
# Target sequence (Q9NZ08 whole entry, looked up): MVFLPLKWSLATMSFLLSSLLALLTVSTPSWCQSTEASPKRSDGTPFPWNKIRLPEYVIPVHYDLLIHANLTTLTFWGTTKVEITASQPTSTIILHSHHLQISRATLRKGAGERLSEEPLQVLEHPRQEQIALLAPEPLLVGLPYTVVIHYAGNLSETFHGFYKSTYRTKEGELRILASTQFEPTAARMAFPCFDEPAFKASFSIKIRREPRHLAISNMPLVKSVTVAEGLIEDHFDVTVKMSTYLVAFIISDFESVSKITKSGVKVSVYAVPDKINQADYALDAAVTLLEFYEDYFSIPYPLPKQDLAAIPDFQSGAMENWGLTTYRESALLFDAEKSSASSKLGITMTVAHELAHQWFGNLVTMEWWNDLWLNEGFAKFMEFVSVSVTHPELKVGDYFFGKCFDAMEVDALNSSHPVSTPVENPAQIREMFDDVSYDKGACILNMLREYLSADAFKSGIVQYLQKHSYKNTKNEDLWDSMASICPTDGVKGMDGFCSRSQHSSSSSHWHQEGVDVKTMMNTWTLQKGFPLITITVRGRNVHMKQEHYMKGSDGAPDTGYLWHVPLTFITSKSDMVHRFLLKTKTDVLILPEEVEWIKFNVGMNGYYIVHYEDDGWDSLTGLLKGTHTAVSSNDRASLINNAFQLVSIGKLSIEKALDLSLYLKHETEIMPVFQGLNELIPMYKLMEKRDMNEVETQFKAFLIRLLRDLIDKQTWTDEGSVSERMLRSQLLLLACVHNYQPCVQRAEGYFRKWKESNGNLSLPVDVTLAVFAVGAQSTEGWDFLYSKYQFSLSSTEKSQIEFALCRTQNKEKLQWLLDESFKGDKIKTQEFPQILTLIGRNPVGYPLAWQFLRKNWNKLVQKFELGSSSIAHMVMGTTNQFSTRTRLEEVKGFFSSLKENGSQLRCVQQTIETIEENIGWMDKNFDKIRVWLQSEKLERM
# S100A4 MyoIIA – inhibitors of human S100A4 binding to myosin IIA peptide | S100A4/TAMRA-MyoIIA peptide fluorescence polarization | P26447 | AID 652163 | inhibition, % at 10.7 µM | 360,000 tested, 0.14% active;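 active means mean inhibition of at least 70% across replicates, with every replicate also reaching that level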
# Target sequence (P26447 whole entry, looked up): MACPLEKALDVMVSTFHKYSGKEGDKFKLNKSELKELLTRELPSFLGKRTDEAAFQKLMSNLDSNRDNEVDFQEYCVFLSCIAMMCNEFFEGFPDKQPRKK
#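 Compound dosing: one dose per compound; test system: human S100A4 monomer with TAMRA-labelled myosin IIA peptide; probe or stimulus: TAMRA-labelled myosin IIA heavy-chain peptide probe, 5 nM; medium: HEPES buffer with Ca2+, pH 7.2; schedule: 5 min incubation before reading; benchmarks: neutral control DMSO, positive control TFP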
# SIRT5 block – sirtuin-5 (human) deacylase inhibition; Q9NXA8; Purified SirT5, succinyl-peptide AMC, trypsin-coupled fluorescence; inhibition, % at 15 µM; 330,000 tested, 1.1% active; in the data active means inhibition above about 15%
# Cneo AK release – causes C. neoformans cell lysis | adenylate kinase release luminescence, 4 h; normalised: neutral wells 0, clomiphene wells 100 | 360,000 tested, 0.2% active | lysis activity, % at 15 µM;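 active means mean lysis activity across replicates of at least 80%, whatever share of replicates individually reach that level; inactive means mean lysis activity below 80%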
#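 Test system: log-phase Cryptococcus neoformans yeast cells; Quantity: yeast cell density of 5 × 10^6 cells/mL; Buffer or medium: YPD; Doses: single compound concentration per well; Timing: 4 h at 37 °C static, read 1 h later; Measured by: AK luminescence; Read-out basis: lysis from increased AK signal; Control set: Clomiphene as positive control.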
# Statin myotox sup – suppression of simvastatin myotoxicity; rescue of ATP level, % at 7.49 µM; AID 602340; C2C12 myotubes + simvastatin, ATP luminescence, 48 h; scaled: DMSO 0, geranylgeraniol control 100; 330,000 tested, 0.78% active;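 active means mean ATP rescue above about 67%, or every replicate alone reaching that limit, limit read from the data, passing the limit was not always enough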;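 further: myotubes were challenged with 10 µM simvastatin during compound exposure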
# PGC1a acetyl inh – PGC1a acetylation modulation, inhibitor mode | U2OS PGC1a acetylation, AlphaScreen anti-acetyl-lysine; with virally co-expressed GCN5 acetyltransferase | inhibition, % at 15.6 µM | 350,000 tested, 0.17% active | AID 651687;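 active means every replicate shows inhibition of at least 40%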;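 further: 0% = neutral control wells and 100% = positive control wells; some results beyond the cut were filed as inactive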
# * marks the source's active call; other numbers are inactive results; x = not tested or not shown; & = joins results of further samples; ! = not active in a repeat. Only part of the results is shown; rates above refer to the full screens.
entry	structure	LGR2 antag	Xi reactivation	ERAP1 inh	S100A4 MyoIIA	SIRT5 block	Cneo AK release	Statin myotox sup	PGC1a acetyl inh
1	CC(OC(=O)c1nc(Cl)ccc1Cl)C(=O)c1ccccc1 (stereo unspecified)	14	0.0	-1	1	-4	-2	7	-26
2	COc1cc2ncnc(NCc3ccco3)c2cc1OC	-8	0.1	2	-4	3	x	x	-5
3	O=C(N[C@@H]1CC[C@@H](CC(=O)N2CCCCC2)O[C@@H]1CO)c1cccc(F)c1	7	0.0	-4	28	4	-1	-5	7
4	CC(C)CC1(C(=O)NCc2cc(F)cc(C(F)(F)F)c2)C=CCN1C(=O)c1ccccc1 (stereo unspecified)	19	0.0	1	-3	x	6	3	x
5	Cc1cc(C(=O)Nn2c(-c3ccc(Br)cc3)nc3ccccc3c2=O)ccc1[N+](=O)[O-]	-9	-0.1	11	-4	3	1	x	-10
6	O=C(Nc1cccc([N+](=O)[O-])c1)C1CC(=O)N(C2CCCCC2)C1 (stereo unspecified)	-25	0.2	5	18	2	x	x	-2
7	C[C@@H]1CCCCO[C@@H](CN(C)C(=O)Nc2ccc(F)cc2)[C@@H](C)CN([C@@H](C)CO)C(=O)c2cc(NC(=O)Nc3ccccc3)ccc2O1	-17	0.5	-1	-16	11	0	12	-4
8	COc1cc(-c2nnc3sc(Cc4ccc(Cl)cc4)nn23)cc(OC)c1OC	26	-0.1	x	-3	-2	6	29	14
9	CC1=NN(C(=O)c2ccc(Br)cc2)C(O)(c2ccccc2)C1 (stereo unspecified)	4	0.3	-10	-6	-4	-1	22	1
10	COc1cccc(-c2ccc3c(c2)O[C@H](CN(C)C(=O)c2ccccc2F)[C@H](C)CN([C@H](C)CO)S3(=O)=O)c1	3&15	0.2&0.2	2&1&-1	-5&55&4	37*!	-1&1&-2	-12&0&-13	-2&-8&-21
11	C/C=C/c1ccc([C@@H]2[C@@H](CO)N[C@@H]2CN(C(=O)C2CCC2)C(C)C)cc1	2	0.4	3	-7	-1	-5	-9	-5
12	CCCc1cc(=O)[nH]c(SCc2nc3ccccc3o2)n1	4	0.0	-4	3	0	x	2	-1
13	COc1ccc2c3c(n(C)c2c1)[C@H](CO)N(Cc1ccccc1F)CC31CN(C(=O)C2CCOCC2)C1	0	0.1	5	-3	-4	x	x	4
14	Cn1ccnc1-c1nnn(-c2ccc(F)cc2)n1	-4	0.2	4	-4	0	-1	-7	x
15	C[C@H]1CN([C@@H](C)CO)C(=O)c2cccc(NC(=O)c3ccc(-c4nccs4)cc3)c2O[C@H]1CN(C)C(=O)Nc1ccccc1	-8	-0.6	-1	4	0	-4	x	-7

# An excerpt from above in order of length of the SMILES, low to high.
entry	structure	LGR2 antag	Xi reactivation	ERAP1 inh	S100A4 MyoIIA	SIRT5 block	Cneo AK release	Statin myotox sup	PGC1a acetyl inh
2	COc1cc2ncnc(NCc3ccco3)c2cc1OC	-8	0.1	2	-4	3	x	x	-5
14	Cn1ccnc1-c1nnn(-c2ccc(F)cc2)n1	-4	0.2	4	-4	0	-1	-7	x
6	O=C(Nc1cccc([N+](=O)[O-])c1)C1CC(=O)N(C2CCCCC2)C1 (stereo unspecified)	-25	0.2	5	18	2	x	x	-2
4	CC(C)CC1(C(=O)NCc2cc(F)cc(C(F)(F)F)c2)C=CCN1C(=O)c1ccccc1 (stereo unspecified)	19	0.0	1	-3	x	6	3	x
3	O=C(N[C@@H]1CC[C@@H](CC(=O)N2CCCCC2)O[C@@H]1CO)c1cccc(F)c1	7	0.0	-4	28	4	-1	-5	7
5	Cc1cc(C(=O)Nn2c(-c3ccc(Br)cc3)nc3ccccc3c2=O)ccc1[N+](=O)[O-]	-9	-0.1	11	-4	3	1	x	-10
10	COc1cccc(-c2ccc3c(c2)O[C@H](CN(C)C(=O)c2ccccc2F)[C@H](C)CN([C@H](C)CO)S3(=O)=O)c1	3&15	0.2&0.2	2&1&-1	-5&55&4	37*!	-1&1&-2	-12&0&-13	-2&-8&-21
15	C[C@H]1CN([C@@H](C)CO)C(=O)c2cccc(NC(=O)c3ccc(-c4nccs4)cc3)c2O[C@H]1CN(C)C(=O)Nc1ccccc1	-8	-0.6	-1	4	0	-4	x	-7

# Next part
entry	structure	LGR2 antag	Xi reactivation	ERAP1 inh	S100A4 MyoIIA	SIRT5 block	Cneo AK release	Statin myotox sup	PGC1a acetyl inh
16	CC(C)c1nnc(NC(=O)c2cccc(NC(=O)C(F)(F)F)c2)s1	-35	0.0	1	5	1	x	x	x
17	COc1ccc(C(CNC(=O)c2ccc(C)c(S(=O)(=O)N3CCOCC3)c2)N2CCCC2)cc1 (stereo unspecified)	9	0.0	-6	-11	-1	2	-2	-7
18	CCNC(=O)[C@H]1[C@H](CO)[C@H]2Cn3c(ccc(-c4ccccc4F)c3=O)[C@@H]1N2CC	2	0.3	1	-3	-3	-7	2	x
19	CCn1c(SCC(=O)Nc2ccc(Br)cc2)nc2sc3c(c2c1=O)CCN(C)C3	-6	0.0	5	1	-4	12	24	-10
20	C[C@@H]1CCCCO[C@H](CN(C)C(=O)CCC(F)(F)F)[C@@H](C)CN([C@H](C)CO)C(=O)c2cc(NC(=O)NC3CCCCC3)ccc2O1	-15	0.3	0	-35	-1	-3	x	7
21	CCOC(=O)C1CCCN(CC(=O)Nc2cccc(C(C)=O)c2)C1 (stereo unspecified)	13	0.2	5	-7	4	x	x	x
22	COc1ccc(OCc2cc(C(=O)NCC3CCOCC3)no2)c(Cl)c1	-13	0.1	-1	-4	0	-2	11	0
23	CC(C)(C)c1csc(Sc2ccc([N+](=O)[O-])cn2)n1	x	0.2	1	-4	-1	-2	x	-10
24	O=C(Nc1cccc(Cl)c1)N[C@H]1CC[C@H](CCn2cc(Cc3ccccc3)nn2)O[C@H]1CO	25	0.5	1	4	x	60	-3	-10
25	Cc1ccc(-c2nc3ccccc3c(=O)n2Cc2ccccc2)cc1	-13	0.2	x	x	x	1	7	-4
26	COc1ccc(CN(C)CC(=O)NCC(=O)Nc2c(C)cccc2C)cc1	-1	0.0	0	1	-4	1	4	x
27	C[C@@H]1CN([C@H](C)CO)C(=O)CCCn2nncc2CO[C@H]1CN(C)S(=O)(=O)c1ccc2ccccc2c1	-20&2	-0.4	0&2&0	-5&-4&8	0&-1&-3	0&-4&-2	3&7&18	-2&3&1
28	CN(C)CCCN(C(=O)COc1ccccc1)c1nc2cc3c(cc2s1)OCCO3	-12	0.0	3	-2	-10	1	14	x
29	O=C(C1=C(O)C(=O)N(CCN2CCOCC2)C1c1ccc(Cl)cc1)c1cc2ccccc2o1 (stereo unspecified)	-12	0.0	6	-4	4	0	-6	x
30	O=C(Nc1ccccc1C(=O)NC(Cc1ccc(O)cc1)C(=O)O)c1ccccc1 (stereo unspecified)	-13	0.0	1	3	-6	0	4	-8

# Next part:
entry	structure	LGR2 antag	Xi reactivation	ERAP1 inh	S100A4 MyoIIA	SIRT5 block	Cneo AK release	Statin myotox sup	PGC1a acetyl inh
31	O=C(COC(=O)CSc1ccccc1)NCCNC(=O)COC(=O)CSc1ccccc1	3	0.3	0	0	4	x	x	0
32	Fc1ccc(Oc2cnc3ccccc3n2)cc1	-22	0.0	2	-1	-4	-1	5	14
33	COc1ccc(CCCC(=O)NC(C)c2ccccc2)cc1 (stereo unspecified)	6	0.2	1	0	0	-6	1	-13
34	CN(C)C(=O)c1cccc(-c2ccccc2[C@H]2[C@@H](CO)N(C(=O)C3CCCCC3)[C@H]2C#N)c1	-15	0.0	x	22	3	x	x	-17
35	O=C(NCCO)C(=O)c1c(-c2ccccc2)cc2ccccn12	6	0.0	4	-2	-2	0	1	-2
36	CO[C@H]1CN(C)C(=O)c2cc(NC(=O)NC(C)C)ccc2OC[C@@H](C)N(C)C[C@H]1C	6	0.3	0	-5	-1	4	-11	4
37	Cc1noc(C)c1NC(=O)Nc1cccc2c1O[C@H](CN(C)CC1CC1)[C@@H](C)CN([C@@H](C)CO)C2=O	3	0.3	0	-4	-19	-8	6	0
38	CCS(=O)(=O)NCC[C@H]1CC[C@H](NC(=O)C2CCCCC2)[C@@H](CO)O1	9	0.3	x	x	x	x	-18	2
39	C[C@@H]1CN([C@@H](C)CO)C(=O)Cc2cc(NC(=O)C3CCCCC3)ccc2O[C@@H]1CN(C)S(C)(=O)=O	-4	0.0	0	3	0	-3	17	-11
40	Cn1cccc1CC(=O)N/N=C/c1ccco1	0	-0.1	-1	-3	-1	-1	x	-3
41	O=S(=O)(Nc1ccccc1Cl)c1ccc(-c2ccccn2)s1	-3	-0.1	3	-1	-4	-3	10	-9
42	COCC(=O)Nc1ccc2c(c1)[C@@H]1C[C@H](CC(=O)NC3CCCC3)O[C@@H](CO)[C@@H]1O2	-4	0.0	-1	-6	-8	8	5	-3
43	COc1cc(/C=C2\C(=N)N3N=C(S(C)(=O)=O)SC3=NC2=O)cc(OC)c1OCCOc1cccc(C)c1	1	0.0	8	-1	2	-3	11	x
44	O=C(CCC1CC(=O)Nc2ccccc21)NCc1cccnc1 (stereo unspecified)	-2	0.3	-3	-3	-2	0	55	8
45	CCCNC(=O)N1[C@@H](C#N)[C@H](c2ccc(C#Cc3cccc(F)c3)cc2)[C@@H]1CO	-23	-0.1	1	2	3	-1	13	-17

# (list continues)
entry	structure	LGR2 antag	Xi reactivation	ERAP1 inh	S100A4 MyoIIA	SIRT5 block	Cneo AK release	Statin myotox sup	PGC1a acetyl inh
46	C[C@@H]1CCCCO[C@@H](CN(C)Cc2ccccc2)[C@H](C)CN([C@H](C)CO)C(=O)c2cc(NC(=O)Nc3ccc4c(c3)OCO4)ccc2O1	4	0.0	0	-13	4	2	-193	-14
47	N#Cc1cn(N2CCCCC2)c(=O)[nH]c1=O	4	0.4	0	0	-3	0	3	0
48	Cc1cccc(C)c1OCC(O)CN1CCN(C(=O)c2ccccc2)CC1 (stereo unspecified)	13	0.2	0	10	x	4	-1	8
49	CCCNC(=O)N(C)C[C@@H]1Oc2cc(C#CC(C)C)ccc2S(=O)(=O)N([C@@H](C)CO)C[C@H]1C	6	-0.5	x	x	x	-2	-27	-4
50	Cc1ccc(S(=O)(=O)NCC(=O)N(CC(=O)NCC2CCCO2)Cc2ccc(Cl)cc2)cc1 (stereo unspecified)	12	0.0	-1	0	2	2	-10	x
51	NC(=O)Nc1ccc(C(=O)OCC(=O)N2CCc3ccccc3C2)cc1	-3	0.0	-1	-1	-1	-2	10	x
52	C[C@@H]1CN([C@H](C)CO)C(=O)c2cc(N(C)C)ccc2O[C@H]1CN(C)Cc1ccc(Cl)c(Cl)c1	-25	-1.2	-5	-28	-2	-5	51	-8
53	CC(=O)c1cccc(-c2ccnc3c2CC(C(=O)Nc2ccc(Cl)cc2)O3)c1 (stereo unspecified)	-7	0.0	0	-1	5	6	-24	-6
54	CCCNC(=O)N[C@H]1CC[C@@H](CCn2cc(-c3cccc(F)c3)nn2)O[C@@H]1CO	-3&-2	-0.2&0.0	2&-1	11&-5	-1	-11	-12	1
55	CC(C)CC#Cc1ccc2c(c1)O[C@@H](CN(C)Cc1ccccn1)[C@H](C)CN([C@@H](C)CO)S2(=O)=O	-38	0.2	-2	-6	8	-10	-48	7
56	COC(=O)c1cc2c(ccn2C)n1C	-1	0.3	1	-5	11	x	x	5
57	COc1ccc(NC(=O)C2CCC(N3C(=O)C4CCCCC4C3=O)CC2)cc1 (stereo unspecified)	13	0.0	-4	10	0	2	-6	-21
